# ASAP1 GAP inh: inhibitors of human ASAP1 ArfGAP activity; Q9ULH1; ASAP1-stimulated ARF1 GTP hydrolysis, GDP FP detection; inhibition, % at 16.5 µM; actives 0.19% (n = 360,000); AID 624377; in the data active means inhibition above about 25%;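 further: 0% = vehicle with enzyme and substrate and 100% = no enzyme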
# Target sequence (Q9ULH1 325-724 limits assumed): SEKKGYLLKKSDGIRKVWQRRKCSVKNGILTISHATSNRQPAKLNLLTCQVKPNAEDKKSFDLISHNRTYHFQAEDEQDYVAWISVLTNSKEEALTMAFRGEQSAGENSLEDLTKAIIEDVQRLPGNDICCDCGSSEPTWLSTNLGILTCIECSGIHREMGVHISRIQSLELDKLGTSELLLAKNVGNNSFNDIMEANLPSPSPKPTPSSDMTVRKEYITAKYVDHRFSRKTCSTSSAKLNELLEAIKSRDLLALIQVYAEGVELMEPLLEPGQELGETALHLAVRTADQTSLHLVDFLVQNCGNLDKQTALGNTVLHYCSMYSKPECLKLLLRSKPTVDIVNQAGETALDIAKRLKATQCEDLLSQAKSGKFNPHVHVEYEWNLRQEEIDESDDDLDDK
# NPR1 activator: GC-A (human) enzyme activation | P16066 | activation, % at 10 µM | actives 0.14% (n = 370,000) | HEK293 GC-A cells, cGMP TR-FRET, EC30 ANP; 0% at EC30 ANP, 100% saturating ANP; in the data active means activation above about 40%
# ARFGAP1 inhibitor: inhibitors of rat ARFGAP1. Q62848. Arfgap1-stimulated ARF1 GTP hydrolysis, GDP FP detection. inhibition, % at 16.5 µM. actives 0.26% (n = 360,000);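 active means inhibition above a per-plate limit, mean inhibition of low control wells plus 3 SD, cut at about 25% in these data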;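 further: 0% = DMSO wells with enzyme and 100% = wells lacking Arfgap1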
# Target sequence (Q62848 1-136 limits assumed): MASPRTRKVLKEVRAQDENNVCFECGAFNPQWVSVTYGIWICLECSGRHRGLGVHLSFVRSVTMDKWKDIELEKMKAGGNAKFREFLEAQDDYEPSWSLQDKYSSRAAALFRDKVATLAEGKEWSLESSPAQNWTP
#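 Replicates: Single well per compound | Assay system: Truncated rat Arfgap1 GAP domain | Control set: No-Arfgap1 wells (100%) versus DMSO full-reaction wells (0%) | Times: Enzyme reaction 120 min at 25 °C after 20 min preincubation | Reagent: Human ARF1(Δ1-17)-GTP substrate | Measured by: Tracer-displacement fluorescence polarization with EDTA stop, 620/688 nm | Measure: Percent inhibition of Arfgap1-stimulated GTP hydrolysis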
# GC-B act: GC-B (human) receptor activation; P20594; activation, % at 10 µM; actives 0.11% (n = 370,000); AID 1920062; HEK293-GC-B cells, CNP EC30, cGMP TR-FRET; 0% at EC30 CNP, 100% saturating CNP;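 active means activation at 10 µM reaching about 35% in either raw or pattern-adjusted values, limit read from the data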
# KLK7 zymogen act: proKLK7 (human) activation, primary screen. P49862. purified proKLK7, EDANS-DABCYL substrate fluorescence; 100% is mature enzyme control, 0% vehicle. activation, % at 7 µM. actives 0.9% (n = 370,000). AID 652039;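 active means activation above the mean of all tested compounds plus 3 SD, computed per campaign excluding outliers beyond control limits, cut at about 13% in these data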
# ADAM10 inh: ADAM10 inhibition, QFRET primary screen. recombinant ADAM10, EDANS/DABCYL FRET peptide cleavage, 3 h. inhibition, % at 7 µM. O14672. actives 0.62% (n = 370,000);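 active means inhibition above a per-campaign cutoff equal to the mean of compounds falling between control-based bounds plus 3 SD, cut at about 20% in these data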;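 further: 0% = DMSO wells while the 100% control is not disclosed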
# HGIII-sPLA2 inh: Blocks human group III sPLA2 activity; inhibition, % at 12.2 µM; Q9NZ20; QFRET BODIPY PC-A2 liposome hydrolysis, fluorescence; actives 0.56% (n = 370,000);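 active means inhibition above mean plus 3 SD of compounds lying within the high and low control bounds, cut at about 19% in these data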;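 further: 0% = median of test compound wells and 100% = no enzyme DMSO wells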
# Target sequence (Q9NZ20 whole entry, looked up): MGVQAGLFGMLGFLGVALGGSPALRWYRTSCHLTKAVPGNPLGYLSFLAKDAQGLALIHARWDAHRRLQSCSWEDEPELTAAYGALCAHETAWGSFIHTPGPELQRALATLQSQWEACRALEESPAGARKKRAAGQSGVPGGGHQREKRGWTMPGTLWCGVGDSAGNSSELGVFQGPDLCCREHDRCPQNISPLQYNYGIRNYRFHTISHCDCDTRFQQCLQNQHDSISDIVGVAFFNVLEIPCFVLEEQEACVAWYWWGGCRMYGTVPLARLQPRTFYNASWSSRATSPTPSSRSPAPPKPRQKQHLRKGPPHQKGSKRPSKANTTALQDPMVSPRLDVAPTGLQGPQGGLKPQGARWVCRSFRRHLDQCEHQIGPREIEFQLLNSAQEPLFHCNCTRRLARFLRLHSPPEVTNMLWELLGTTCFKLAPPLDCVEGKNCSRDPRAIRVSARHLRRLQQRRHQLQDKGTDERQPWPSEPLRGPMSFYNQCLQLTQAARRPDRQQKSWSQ
# Tn6 DDE FP: inhibitors of Tn6 peptide binding to human fibrin DD(E); P02675; Fibrin DD(E) TRITC-Tn6 fluorescence polarization displacement; inhibition, % at 8.3 µM; actives 0.21% (n = 370,000);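 active means inhibition above a per-campaign cutoff: mean of compounds within control limits plus 3 SD, cut at about 15% in these data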;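 further: 0% = median of all compound wells on the plate and 100% = blocking peptide control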
# FXN GAA850 act: activators of GAA850 frataxin (FXN) promoter; HEK293 lucGAA850 FXN promoter luciferase reporter, 24 h; percent of 10 µM SAHA response; activation, % at 6 µM; actives 0.56% (n = 360,000); AID 540364;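 active means activation above the average of all compounds screened plus 3 SD, cutoff fixed separately per campaign, cut at about 7.5% in these data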;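 further: 0% = DMSO wells and 100% = 10 µM SAHA wells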
# rCAG binder: molecules binding r(CAG) RNA repeats. r(CAG) RNA repeat, TO-PRO-1 dye displacement fluorescence. inhibition, % at 3 µM. actives 1.3% (n = 370,000). AID 651821;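 active means inhibition above the plate cutoff, the mean of all test compounds on that plate plus 3 SD, cut at about 35% in these data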;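 further: 0% = DMSO alone and 100% = 100 µM mitoxantrone as full dye displacement; higher means more dye released from RNA so lower well fluorescence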
# An asterisk follows results filed as active; i = inactive; / = not tested or not shown.
SMILES,ASAP1 GAP inh,NPR1 activator,ARFGAP1 inhibitor,GC-B act,KLK7 zymogen act,ADAM10 inh,HGIII-sPLA2 inh,Tn6 DDE FP,FXN GAA850 act,rCAG binder
COC(=O)[C@]12CCCCC=C1N(CCc1ccc(OC)c(OC)c1)C(=O)[C@H](CC(=O)N1CCCCC1)C2,-2,2,-6,4,-0.6,-17,3,-6,/,-2
O=C(COC(=O)c1ccc(F)cc1F)Nc1ccc2c(c1)OCO2,-14,1,4,-4,-0.1,-1,12,-4,1.9,4
NC(Cc1ccc(C(F)(F)F)cc1)c1csc(Nc2ccc(S(N)(=O)=O)cc2)n1 (stereo not drawn),3,-2,-8,1,-0.9,-21,4,5,-0.5,13
COc1ccc(C(=O)Cn2c(NCCO)nc3ccccc32)cc1,-13,1,7,1,0.1,4,-13,1,-0.6,-2
CC(CO)NS(=O)(=O)c1ccc(Br)cc1F (stereo not drawn),-5,0,3,4,0.0,0,1,1,-0.2,0
Cc1ccc(S(=O)(=O)NCc2ccccc2)cc1C(=O)N(C)Cc1ccccc1F,-4,2,-6,-2,0.2,-2,-20,3,-0.6,-6
Cc1ccc(C(=O)COc2ccc3c(C)cc(=O)oc3c2)cc1,11,-1,8,-3,0.8,-15,-3,3,0.1,6
O=C(Cn1cncn1)N/N=C/c1ccccc1O,10,2,-3,0,-74,-69,3,1,0.5,0
O=C(NCC(O)c1ccccc1)c1cccc(S(=O)(=O)N2CCOCC2)c1 (stereo not drawn),12,1,2,8,0.5,-8,7,-3,2.0,-2
O=C(CCS(=O)(=O)Cc1ccccc1)N1CCN(c2ccc([N+](=O)[O-])cc2)CC1,4,2,-7,7,0.9,2,-10,-3,1.3,-1
Cc1cc(=O)[nH]c(SCCOc2cccc(C(F)(F)F)c2)n1,-9,-5,4,-2,0.0,8,8,-2,3.4,1
N#CCc1ccc(NC(=O)c2cc(S(=O)(=O)N3CCOCC3)ccc2Cl)cc1,-2,0,-4,0,0.7,9,-13,5,1.7,3
Cc1cc(C(=O)N2CC(C)CC(C)C2)n(-c2ccccc2)n1 (stereo not drawn),3,-5,6,5,0.7,-16,7,-4,0.6,-2
COc1cc(/C=N/n2c(SC)nnc(C(C)(C)C)c2=O)ccc1O,1,-2,8,-5,0.3,3,6,-6,1.1,0
COc1ccc(CCNC(=O)CSc2nc(-c3ccc(OC)c(OC)c3)ccc2C#N)cc1,6,-9,15,-18,-26,-291,2,1,4.9,2
COc1ccc(OCC(O)CNC(=O)c2ccc(C)cc2)cc1 (stereo not drawn),8,-1,-10,2,-0.9,3,-3,4,1.7,-1
CCn1c(C)nc2cc(C(=O)NNC(=O)Nc3ccc(Cl)c(Cl)c3)ccc21,-2,2,0,-1,-0.1,-10,4,1,/,1
O=C(Nc1ccc2c(c1)OCO2)c1ccc(CO)cc1,-26,1,-8,-3,-0.2,-9,5,-4,2.2,-1
Cc1c(O[C@@H]2O[C@H](CO)[C@@H](O)[C@H](O)[C@H]2O)c(CO)c(O[C@@H]2O[C@H](CO)[C@@H](O)[C@H](O)[C@H]2O)c2c1O[C@@H](c1ccccc1)C[C@@H]2O,11,5,-5,0,0.6,5,0,7,1.8,-1
O=S(O)OC1CS(=O)(=O)CC1c1ccccc1 (stereo not drawn),-5,0,-15,2,-0.2,-6,13,2,1.9,3
COC(=O)c1ccc(C(=O)OC)c(=O)[nH]1,-5,4,2,5,-51,-448,5,5,0.5,-4
CCN(CC(=O)Nc1c(F)cccc1F)C(=O)C1Cc2ccccc2CN1S(=O)(=O)CC (stereo not drawn),-3,4,7,-1,0.4,-2,-2,-6,-1.9,0
Cc1ccccc1NC(=S)NC(NC(=O)N(C)C)C(Cl)(Cl)Cl (stereo not drawn),-23,0,2,5,-0.4,-4,2,0,-4.6,1
Cc1nc(SCC(=O)N2CCN(c3ccccc3)CC2)n[nH]1,4,0,1,-1,-0.4,5,2,4,0.6,-1
COc1ccc(N2CCN(C(=O)c3cc(=O)[nH]c4ccccc34)CC2)cc1,0,-2,-5,-2,0.3,-5,1,2,3.5,-2
# Next part.
SMILES,ASAP1 GAP inh,NPR1 activator,ARFGAP1 inhibitor,GC-B act,KLK7 zymogen act,ADAM10 inh,HGIII-sPLA2 inh,Tn6 DDE FP,FXN GAA850 act,rCAG binder
O=C(CNC1CCCC1)Nc1cc(Cl)ccc1[N+](=O)[O-],-3,-1,-5,-4,0.4,-12,21*,3,2.7,1
O=C(NCc1ccccc1)c1onc(CS(=O)(=O)c2ccccn2)c1C(=O)NCc1ccccc1,-4,-2,2,-4,0.6,3,-22,4,-2.0,0
O=C(COC(=O)c1cccc2ccccc12)NCC1CCCO1 (stereo not drawn),5,-2,-4,2,-0.2,-63,-1,6,1.3,-3
CC(C(=O)NC1CCCCC1)N1CCN(C)CC1 (stereo not drawn),-8,0,-7,3,0.1,-1,11,7,1.2,-1
O=c1[nH]cnc2scc(C3COc4ccccc4O3)c12 (stereo not drawn),-5,-2,-4,-3,0.5,2,-6,-1,-0.9,1
COc1c(S(=O)(=O)n2nc(C)cc2C)ccc(Cl)c1Cl,4,-10,1,-7,-0.7,3,-13,1,2.1,-3
CN(C)CCN(Cc1ccccc1)c1nccc(N(C)C)c1C#N,3,-4,2,-5,6.9,-95,4,1,-5.2,-10
COc1ccc(/C=C(/Sc2nnc(-c3ccc(Cl)cc3)o2)C(=O)O)cc1,-1,-2,-7,1,-0.1,-6,2,-5,-0.1,2
CCOC(=O)CC1ON(C)C(=O)N1c1ccc(Cl)cc1Cl (stereo not drawn),-22,-2,-1,-8,-0.2,2,3,5,2.6,-4
COc1ccc(NC(C)=O)cc1NC(=O)CSc1nnc(-c2ccccn2)n1C,15,0,-2,-1,0.3,0,3,8,0.2,-1
CC(=O)C1=C(C)N(Cc2ccc(Br)cc2)C(=S)NC1c1ccc(F)cc1 (stereo not drawn),14,-2,6,-2,0.2,7,6,-6,/,3
CCN(c1ccc(OC)cc1)S(=O)(=O)c1nnc(NC(=O)CC(C)C)s1,-5,3,2,-5,1.1,5,-8,2,0.0,13
O=C(NCc1ccc(Cl)cc1)c1cc(=O)nc2sc(-c3ccccc3)nn12,11,5,0,-2,0.0,3,3,-3,-3.0,4
O=C(Nc1cscc1S(=O)(=O)c1ccccc1)c1ccccc1Cl,-11,0,2,-1,0.2,4,-6,0,1.2,1
Cc1nnc(SCCn2c(N3CCN(C)CC3)nc3c2c(=O)n(C)c(=O)n3C)s1,3,2,4,0,-0.3,3,3,1,3.2,-2
C[C@@H]1CN([C@@H](C)CO)C(=O)c2cc(NS(C)(=O)=O)ccc2O[C@@H]1CN(C)S(=O)(=O)c1ccccc1,2,0,10,2,-0.1,-22,9,4,-2.6,3
Cc1ccc(-c2nc(CS(=O)CC(=O)NCc3ccccc3)c(C)o2)cc1 (stereo not drawn),-14,9,-14,5,0.4,-11,-7,7,-2.5,1
COc1ccc(NC(=O)c2c(C)noc2C(C)C)cc1S(=O)(=O)N1CCCCC1,-4,4,-5,-7,0.3,-4,-5,-1,0.1,1
O=C(/C=C/c1cccc([N+](=O)[O-])c1)NCCSCc1ccc(Cl)cc1,-5,-2,2,-7,0.1,15,-22,-7,0.3,2
CC(C)C(=O)N1CCC(c2nc(-c3ccc(S(=O)(=O)N4CCCC4)cc3)no2)CC1,-10,4,6,2,0.4,-1,3,7,-0.9,-4
O=C(NC(=S)Nc1cccc2cc(O)ccc12)c1ccccc1Br,10,-1,1,-13,0.2,-4,-4,0,-0.7,15
COc1ccc(N2CCN(C(=O)COC(=O)c3c(-c4ccccc4)noc3C)CC2)cc1,-4,-2,11,5,1.2,-4,-5,5,-0.8,3
O=C(Cc1ccc(Br)cc1)OCC(=O)c1ccc[nH]1,2,0,4,1,0.3,-5,-4,-5,0.9,4
CCCn1nc(Oc2nc(NCC)nc(NCC)n2)ccc1=O,-8,3,-9,1,-0.4,-7,2,2,-1.4,-5
NC(=O)c1sc2nc3c(c(-c4cccnc4)c2c1N)CCC3,3,4,0,7,-0.8,2,-1,-3,-1.9,7
# More structures.
SMILES,ASAP1 GAP inh,NPR1 activator,ARFGAP1 inhibitor,GC-B act,KLK7 zymogen act,ADAM10 inh,HGIII-sPLA2 inh,Tn6 DDE FP,FXN GAA850 act,rCAG binder
NC(=S)N/N=C1\CC(c2ccc3c(c2)OCCCO3)Oc2ccc(F)cc21 (stereo not drawn),16,16,7,22,0.3,5,6,8,2.1,4
Cc1cccc(N2CCN(C(=O)CN3CCOc4ccccc43)CC2C)c1 (stereo not drawn),14,-1,0,-6,-0.3,-13,10,2,2.9,-1
COc1ccc(CCN2C(=O)COc3ccccc3C2C(=O)Nc2ccc3c(c2)OCCO3)cc1OC (stereo not drawn),8,2,11,1,0.0,-2,-4,2,/,2
CCOC(=O)N1CCC(n2c(SCC(=O)N3CCC(C)CC3)nc3ccccc3c2=O)CC1,4,2,-1,1,0.1,0,-1,0,-6.2,-6
CCN(CC)Cc1c(O)c(Cl)cc2c(C)c(C)c(=O)oc12,1,7,-10,1,58*,i,0,12,2.7,5
O=C(CSc1nnc(CNC(=O)c2ccccc2F)o1)NCCc1ccccc1,-4,7,-4,3,-0.4,10,-5,10,-1.5,-4
O=C(N/N=C/c1cccs1)c1cc(-c2cccc3ccccc23)n[nH]1,-5,-8,-1,-5,0.2,2,-17,-13,1.1,10
CCOC(=O)N1CCC(=NNS(=O)(=O)c2cccc([N+](=O)[O-])c2)CC1,10,2,-2,4,-0.3,-9,0,-3,-0.1,3
O=C(C1CCN(S(=O)(=O)N2CCC3(CC2)OCCO3)CC1)N1CCc2ccccc2C1,-6,-4,-4,5,-0.4,-9,8,-1,0.3,-9
O=c1c(-c2c(O)cc(O)c3c(=O)cc(-c4ccc(O)cc4)oc23)c(-c2ccc(O)cc2)oc2cc(O)cc(O)c12,25*,1,20,-9,0.6,-8,-21,-22,-1.1,49*
OC(CC#CCN1CCCC1)(c1ccccc1)c1ccccc1,3,-3,2,-9,-0.4,0,-26,3,1.1,-1
C=CCOC(=O)C(C#N)c1nc2ccccc2nc1N1CCN(c2ccccc2OCC)CC1 (stereo not drawn),4,-2,0,-5,-0.3,-6,-2,6,1.9,2
Cc1cccc(C)c1NC(=O)CN(C)C(=O)c1cccc(NS(=O)(=O)c2ccccc2)c1,-4,4,6,0,0.7,-1,-3,-3,1.0,2
CC(=O)C[C@@H]1OC[C@H](Cc2ccccc2)N1S(=O)(=O)c1ccc(C)cc1,5,-1,-8,-2,0.1,-2,-6,0,/,1
CC(=O)C[C@H]1c2ccccc2S(=O)(=O)N1c1ccccc1,-6,2,-8,-3,-0.4,0,2,-1,0.1,3

# Complete entries as entered above.
# O=S(O)OC1CS(=O)(=O)CC1c1ccccc1 (stereo not drawn) is listed as ASAP1 GAP inh: -5; NPR1 activator: 0; ARFGAP1 inhibitor: -15; GC-B act: 2; KLK7 zymogen act: -0.2; ADAM10 inh: -6; HGIII-sPLA2 inh: 13; Tn6 DDE FP: 2; FXN GAA850 act: 1.9; rCAG binder: 3
# O=c1[nH]cnc2scc(C3COc4ccccc4O3)c12 (stereo not drawn) is listed as ASAP1 GAP inh: -5; NPR1 activator: -2; ARFGAP1 inhibitor: -4; GC-B act: -3; KLK7 zymogen act: 0.5; ADAM10 inh: 2; HGIII-sPLA2 inh: -6; Tn6 DDE FP: -1; FXN GAA850 act: -0.9; rCAG binder: 1

# Assay outcomes from PubChem BioAssay.
